Screening results: PubChem, several laboratories
DAGLB inhibitor: DAGLB lipase inhibitors, primary screen, biochemical, fluorescence, HTS | HEK293T DAGLB membrane lysate, EnzChek fluorogenic substrate | inhibition, % at 5.17 µM | 340,000 tested, 0.059% active | AID 504411, 2011; in the data active = inhibition above about 34%;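 note: 0% = enzyme with vehicle and 100% = wells lacking enzyme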
CAL PDZ FP-1: untagged CAL PDZ binding inhibitors, primary screen, biochemical, fluorescence polarization, HTS; Golgi-associated PDZ and coiled-coil motif-containing protein (Homo sapiens), Q9HD26; inhibition, % at 24.9 µM; AID 602252, 2012; purified CAL PDZ, TMR-peptide fluorescence polarization, 1 h; 300,000 tested, 0.92% active;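 active = mean inhibition of at least 30% with at least half of replicates also reaching 30%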;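 note: 0% = DMSO neutral control and 100% = excess unlabeled competitor peptide PRC23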
LANA DNA inh: inhibitors of KSHV C-LANA binding to DNA, primary screen, biochemical, fluorescence polarization, FAM-LBS DNA, MBP-C-LANA, single point; Kaposi's sarcoma herpesvirus LANA C-terminal domain (residues 932-1162) DNA binding; inhibition, % at 9 µM; 340,000 tested, 0.078% active;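 active = highest replicate inhibition at or above 60% at 9 µM, even if other replicates fall short; inactive = all replicates below 60% inhibition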;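 note: 0% = neutral control wells and 100% = 4 µM acridine orange control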
Arr AP2 block: inhibitors of beta-arrestin/AP2 binding, primary screen, biochemical, GPCR trafficking, flow cytometry. beta-arrestin 1 C-terminal peptide binding to AP2 beta2-adaptin appendage (human). FITC-arrestin peptide / GST-AP2 beads; AP2 beta2 appendage carries R879A mutation. inhibition, % at 10 µM. 340,000 tested, 0.31% active;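 active = inhibition above a set limit, near 3 SD of compounds lacking own fluorescence, cut at about 54% in these data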;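 note: plate controls were DMSO wells for no effect and 5 µM unlabelled arrestin peptide for full effect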
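Material – AP2 appendage R879A on GSH beads · Buffer or medium – PBS with 0.05% Tween 20 and 0.1% BSA · Probe or stimulus – fluorescein-tagged arrestin peptide at 50 nM final · Incubation – compound with beads 12 min RT, then probe 1 h RT · Detection – high-throughput flow cytometry of beads, ex 488, em 535 nm · Evaluation – percent response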
CAL PDZ FP-2: CAL PDZ peptide-binding inhibitors, primary screen, biochemical, fluorescence polarization, Cer-tagged CAL PDZ, HTS; inhibition, % at 20 µM; Golgi-associated PDZ and coiled-coil motif-containing protein (Homo sapiens), Q9HD26; AID 504414, 2011; purified CAL PDZ, TMR-peptide fluorescence polarization, 1 h; 330,000 tested, 0.02% active;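 active = highest replicate inhibition of at least 40%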;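 note: plate controls were DMSO neutral control wells for no effect and unlabeled competitor peptide control wells for full effect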
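Read-out basis: mP drop reported as inhibition | Assay system: Tagged CAL PDZ protein CerCALP, purified | Benchmarks: Unlabelled peptide for full inhibition, DMSO wells as neutral | Schedule: 1 h incubation at room temperature before polarization reading | Buffer or medium: Sodium phosphate/NaCl buffer pH 7.4 with TCEP, IgG, Thesit | Doses: Single point, 20 µM | Measured by: Fluorescence polarization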
RTF Ca sens inh: cardiac RTF calcium sensitivity inhibitors, primary screen, biochemical, IANBD-TnC fluorescence, EC70 calcium; IANBD-labeled cardiac RTF, Ca2+ fluorescence; inhibition, % at 7.15 µM; 340,000 tested, 0.12% active;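 active = inhibition above the mean inhibition of all tested compounds plus 3 SD, cut at about 17% in these data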;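 note: assay run at fixed EC70 calcium of 1.6 mM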
V-ATPase pHluor: regulators of yeast V-ATPase proton pumping, primary screen, pHLuorin cytosolic pH fluorescence. 350,000 tested, 0.37% active. S. cerevisiae. response, % at 10 µM. AID 504577, 2011; in the data active = response mostly above about 7.3%, no sharp cut-off; inactive = mostly below about 5.4%; note: actives read high; inactives centre near 0; some compounds called inactive have numbers as strong as hits
Keap1 Nrf2 FP: Keap1-Nrf2 protein-protein interaction inhibitors, primary screen, biochemical, fluorescence polarization, single point | 340,000 tested, 0.15% active | Keap1 Kelch-Nrf2 peptide fluorescence polarization, 1536-well | inhibition, % at 9.4 µM | Kelch-like ECH-associated protein 1 (Homo sapiens), Q14145; in the data active = inhibition above about 12%;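 note: human Keap1 Kelch domain with fluorescein labeled Nrf2 9mer peptide probe; 0% = neutral control wells and 100% = peptide positive control; higher means more block of Keap1 binding to Nrf2 peptide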
DSG3 Ab inh: inhibitors of pemphigus antibody binding to DSG3, primary screen, biochemical, bead-based, flow cytometry, scFv-GFP; DSG3-coupled beads, scFv-anti-DSG3-GFP binding; active compounds read low; binding (percent of control), % at 10 µM; 310,000 tested, 0.48% active;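 active = binding more than 3 SD below its plate's average and above zero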;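 note: hits lower antibody fragment binding to DSG3; some compounds called inactive have numbers as strong as hits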
NSD2 HMT inh: NSD2 histone methyltransferase inhibitors, primary screen, biochemical, AlphaScreen, single concentration, set 2. Histone-lysine N-methyltransferase NSD2 (Homo sapiens), O96028. NSD2 peptide methylation, 120 min. inhibition, % at 12.5 µM. 310,000 tested, 0.54% active; in the data active = inhibition above about 50%
Target sequence (O96028 whole entry, looked up): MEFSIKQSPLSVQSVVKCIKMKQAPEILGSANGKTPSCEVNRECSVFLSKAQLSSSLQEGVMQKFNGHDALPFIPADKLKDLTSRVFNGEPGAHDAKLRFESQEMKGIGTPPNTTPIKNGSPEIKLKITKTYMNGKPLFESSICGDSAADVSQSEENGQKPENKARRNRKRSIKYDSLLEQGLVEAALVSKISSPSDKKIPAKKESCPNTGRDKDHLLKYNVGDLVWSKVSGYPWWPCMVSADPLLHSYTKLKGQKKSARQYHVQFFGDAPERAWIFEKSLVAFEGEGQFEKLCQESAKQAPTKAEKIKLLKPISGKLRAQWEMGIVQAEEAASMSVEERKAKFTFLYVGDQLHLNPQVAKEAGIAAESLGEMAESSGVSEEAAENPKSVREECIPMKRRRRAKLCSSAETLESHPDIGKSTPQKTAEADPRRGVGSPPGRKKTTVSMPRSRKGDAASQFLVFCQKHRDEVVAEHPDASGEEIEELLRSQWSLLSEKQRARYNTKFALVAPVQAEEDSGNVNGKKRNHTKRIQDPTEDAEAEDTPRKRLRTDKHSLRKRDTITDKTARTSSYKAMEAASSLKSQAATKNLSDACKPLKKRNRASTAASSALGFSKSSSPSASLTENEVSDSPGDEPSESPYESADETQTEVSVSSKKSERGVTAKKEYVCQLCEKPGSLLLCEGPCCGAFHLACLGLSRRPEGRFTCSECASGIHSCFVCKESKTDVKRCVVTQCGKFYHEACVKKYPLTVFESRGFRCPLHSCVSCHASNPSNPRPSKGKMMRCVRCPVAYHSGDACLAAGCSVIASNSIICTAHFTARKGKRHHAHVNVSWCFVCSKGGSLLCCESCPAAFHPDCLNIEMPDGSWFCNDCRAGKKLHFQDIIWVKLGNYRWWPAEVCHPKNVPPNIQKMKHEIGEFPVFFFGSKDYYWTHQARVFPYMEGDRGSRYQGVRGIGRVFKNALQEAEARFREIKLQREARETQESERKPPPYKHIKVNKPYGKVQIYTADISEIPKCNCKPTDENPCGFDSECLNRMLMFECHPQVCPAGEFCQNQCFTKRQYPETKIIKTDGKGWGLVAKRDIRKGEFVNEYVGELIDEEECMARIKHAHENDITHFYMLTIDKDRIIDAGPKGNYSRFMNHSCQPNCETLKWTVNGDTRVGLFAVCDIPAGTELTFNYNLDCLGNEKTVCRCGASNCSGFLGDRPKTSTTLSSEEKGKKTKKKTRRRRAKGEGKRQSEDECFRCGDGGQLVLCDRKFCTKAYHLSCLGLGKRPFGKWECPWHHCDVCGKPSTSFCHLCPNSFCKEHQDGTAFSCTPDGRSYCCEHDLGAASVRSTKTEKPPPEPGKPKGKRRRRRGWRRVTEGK
Numbers without * were called inactive; / = not tested or not shown. Some of the compounds tested; rates above refer to the full screens.

SMILES | DAGLB inhibitor | CAL PDZ FP-1 | LANA DNA inh | Arr AP2 block | CAL PDZ FP-2 | RTF Ca sens inh | V-ATPase pHluor | Keap1 Nrf2 FP | DSG3 Ab inh | NSD2 HMT inh
CC(C)c1ccc(N(CCc2ccccn2)C(=O)C(C)(C)C)cc1 | -2.4 | -1.5 | 0.0 | 1.6 | -0.2 | 1.7 | 2.5 | -3.4 | / | -0.8
CC1CCN(C(=O)CN2C(=O)NC3(CCCCCC3)C2=O)CC1 | 1.4 | / | -2.1 | 0.1 | 0.2 | -1.2 | -2.5 | -0.8 | 90.2 | -3.5
O=C(CSc1nnc(-c2ccc(Cl)cc2)n1Cc1ccco1)Nc1ccc2c(c1)OCCO2 | 0.0 | -0.1 | 0.2 | -2.6 | -0.8 | -2.0 | 2.8 | -2.7 | 106.3 | 0.5
CCc1cccc(C)c1NC(=O)C1=C(C(=O)O)CCCC1 | -2.5 | / | 3.3 | -5.0 | -0.9 | -9.0 | 4.2 | -1.5 | 100.4 | -1.5
Cc1ccc(N2C(=O)CC(Sc3ncccc3C(=O)O)C2=O)cc1 (configuration not stated) | -2.3 | / | 0.4 | -14.1 | -0.7 | -2.1 | 6.0 | -0.9 | 80.1 | -0.6
CN1C(=O)c2ccccc2N(C)C1c1cccc(O)c1 (configuration not stated) | 0.8 | -1.4 | 1.5 | -25.3 | -3.6 | -2.9 | 0.8 | 4.5 | 128.0 | -1.3
CC(C(=O)NCc1ccccc1)N1C(=O)CN(C)C(=O)c2ccccc21 (configuration not stated) | 3.4 | -3.7 | -1.2 | 10.4 | -1.7 | 2.3 | -10.0 | -3.8 | / | -4.8
Cc1ccc(O)c(NC(=O)c2ccco2)c1 | 0.0 | -0.6 | -2.1 | 3.5 | -3.8 | 0.9 | -2.7 | -1.2 | 104.6 | 0.3
COCC1CCN(Cc2nc(COc3ccccc3)no2)C1 (configuration not stated) | 0.5 | -0.6 | -0.5 | -6.9 | -0.2 | -5.7 | 5.2 | 2.7 | 106.3 | -4.4
O=C(COc1ccc(Cl)cc1)NCc1ccc(F)cc1 | -4.8 | / | -3.0 | -1.5 | -1.4 | -15.0 | 0.2 | 0.7 | 111.5 | -2.3
CC1(c2nnc(Cc3ccccc3)o2)CC(c2ccc(Cl)cc2)=NO1 (configuration not stated) | -1.5 | -1.2 | -1.0 | 8.3 | 2.0 | 3.0 | -5.5 | 0.8 | 102.1 | /
Fc1cccc(/C=N/Nc2ccc(Cl)nn2)c1 | -1.0 | -3.1 | 1.1 | -3.6 | -1.3 | 0.4 | 1.7 | -4.4 | 91.5 | -1.4
CN1CCN(c2ccc([N+](=O)[O-])cc2C(=O)N2CCCCC2)CC1 | -1.3 | -4.7 | 2.1 | 1.5 | -2.6 | -4.6 | 4.2 | 1.3 | 97.1 | 2.8
CN1CCN(C(=S)c2cn(CCOc3ccccc3)c3ccccc23)CC1 | 1.6 | 2.4 | -0.5 | 2.0 | -3.0 | 6.8 | -0.1 | -0.8 | 94.4 | 6.9
CC[C@@H]1C=C(C(=O)O)[C@H](c2cccc(C)c2)N1S(=O)(=O)c1ccc(C)cc1 | 0.5 | 2.6 | -1.7 | -9.6 | 2.2 | 0.5 | -1.2 | 2.2 | 112.0 | /
Cc1ccc(Oc2ccccc2)c(NC=O)c1 | -3.4 | 0.6 | -0.5 | 1.5 | -2.4 | -1.5 | -2.4 | -0.5 | 100.5 | -0.5
Cc1ccc(-c2ccc(C#N)c(=O)n2CC(=O)N(C)C)cc1 | -0.9 | -0.1 | 0.1 | 5.3 | -0.3 | -2.2 | -0.3 | -1.5 | 118.4 | -3.7
CCc1ccccc1N1CCN(S(=O)(=O)c2ccc(F)c(C)c2)CC1 | -15.0 | -1.6 | 0.8 | -2.9 | -2.7 | -0.1 | -2.0 | -4.0 | 101.5 | -2.8
COc1cc2c(cc1OC)-c1cc(Nc3ccc(C)cc3)nc(=O)n1CC2 | -4.4 | -9.4 | -1.3 | 8.5 | -3.1 | -7.8 | 2.4 | 4.3 | 111.9 | 4.5
CC/C(=N/N=C(/CC)c1ccc(O)cc1)c1ccc(O)cc1 | -7.1 | / | 0.6 | 25.3 | -0.7 | -5.5 | -3.0 | -2.3 | 100.6 | -0.6
CCn1c(=O)n(CC)c2cc(NC(=O)C(C)c3ccccc3)c(Br)cc21 (configuration not stated) | 0.2 | -4.9 | 1.2 | -8.0 | -1.4 | -1.5 | 3.2 | -1.7 | 92.0 | -6.9
CCOc1ccc(NS(=O)(=O)c2ccc(Cl)c(C(=O)N(C)Cc3cccnc3)c2)cc1 | -3.0 | 2.8 | -0.3 | -3.0 | -1.0 | -2.8 | -1.3 | -1.9 | / | -0.7
CC(C)(C)C(=O)Cn1c(=N)n(Cc2ccccc2Cl)c2ccccc21 | -11.3 | -6.0 | -3.4 | 5.9 | -3.3 | -15.4 | 1.4 | 0.0 | 112.1 | -1.5
Cc1ccc(S(=O)(=O)N(C)C)cc1NC(=O)c1ccc2ccccc2n1 | -0.2 | 4.6 | 1.7 | 27.4 | 1.0 | 9.8 | 3.5 | -0.6 | 98.5 | 17.8

Not a retest: 8 of the compounds above.
SMILES | DAGLB inhibitor | CAL PDZ FP-1 | LANA DNA inh | Arr AP2 block | CAL PDZ FP-2 | RTF Ca sens inh | V-ATPase pHluor | Keap1 Nrf2 FP | DSG3 Ab inh | NSD2 HMT inh
CC(C)c1ccc(N(CCc2ccccn2)C(=O)C(C)(C)C)cc1 | -2.4 | -1.5 | 0.0 | 1.6 | -0.2 | 1.7 | 2.5 | -3.4 | / | -0.8
CC1CCN(C(=O)CN2C(=O)NC3(CCCCCC3)C2=O)CC1 | 1.4 | / | -2.1 | 0.1 | 0.2 | -1.2 | -2.5 | -0.8 | 90.2 | -3.5
O=C(CSc1nnc(-c2ccc(Cl)cc2)n1Cc1ccco1)Nc1ccc2c(c1)OCCO2 | 0.0 | -0.1 | 0.2 | -2.6 | -0.8 | -2.0 | 2.8 | -2.7 | 106.3 | 0.5
CCc1cccc(C)c1NC(=O)C1=C(C(=O)O)CCCC1 | -2.5 | / | 3.3 | -5.0 | -0.9 | -9.0 | 4.2 | -1.5 | 100.4 | -1.5
Cc1ccc(N2C(=O)CC(Sc3ncccc3C(=O)O)C2=O)cc1 (configuration not stated) | -2.3 | / | 0.4 | -14.1 | -0.7 | -2.1 | 6.0 | -0.9 | 80.1 | -0.6
CN1C(=O)c2ccccc2N(C)C1c1cccc(O)c1 (configuration not stated) | 0.8 | -1.4 | 1.5 | -25.3 | -3.6 | -2.9 | 0.8 | 4.5 | 128.0 | -1.3
CC(C(=O)NCc1ccccc1)N1C(=O)CN(C)C(=O)c2ccccc21 (configuration not stated) | 3.4 | -3.7 | -1.2 | 10.4 | -1.7 | 2.3 | -10.0 | -3.8 | / | -4.8
Cc1ccc(O)c(NC(=O)c2ccco2)c1 | 0.0 | -0.6 | -2.1 | 3.5 | -3.8 | 0.9 | -2.7 | -1.2 | 104.6 | 0.3
